# Apoferritin bind: binds horse apoferritin like a general anesthetic; P02791; apoferritin/1-aminoanthracene competitive binding, fluorescence; Potency, µM (highest dose often 77.5 µM), for inactives: top-dose activity change, negative = displacement, actives largely listed as inhibitors; hit rate 0.074% among 350,000; also: % is scaled to controls: 0 for no effect and ±100 for the full control effect; nearly all actives have a fitted effect of over 20% in size
# Target sequence (P02791 2-175 limits assumed): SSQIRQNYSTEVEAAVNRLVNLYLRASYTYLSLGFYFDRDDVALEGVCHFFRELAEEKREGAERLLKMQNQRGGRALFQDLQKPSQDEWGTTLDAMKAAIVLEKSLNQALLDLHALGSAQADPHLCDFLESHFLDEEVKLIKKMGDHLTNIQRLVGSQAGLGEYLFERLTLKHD
#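 Probe: 1-aminoanthracene (50% saturated, PBS). Protein: horse-spleen apoferritin, 10 uM. Incubation: 10 min, room temperature. Detection: 380 nm excitation, 535 nm emission. Analysis: normalized response, four-parameter Hill.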
# BAZ2B inh: BAZ2B (human) inhibition | AlphaScreen BAZ2B-H3K14Ac peptide displacement | Potency, µM (doses to about 114 µM), inactives show top-dose activity change, negative = inhibition, usual class: inhibitors | hit rate 4.4% among 360,000; also: % is scaled to controls: 0 for no effect and ±100 for the full control effect; nearly all actives have a fitted effect of over 60% in size
#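 Complex of BAZ2B and biotin-H3K14Ac (50 nM apiece) forms over 30 min at RT, then faces library compounds up to 110 uM for another 30 min; AlphaScreen beads added, 20 min dark incubation, luminescence read.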
# POLK inh: DNA polymerase kappa (human) inhibition | Q9UBT6 | purified Pol kappa, fluorescent DNA synthesis assay, 10 min | Potency, µM (series often up to 107 µM), for the others: top-dose activity, negative = inhibition, actives largely listed as inhibitors | hit rate 0.53% among 400,000; also: % is scaled to controls: 0 for no effect and ±100 for the full control effect
#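 First, compounds were pin-transferred onto 10 nM Pol kappa. After 15 min at room temperature, substrate was added to 50 nM final. Fluorescence was then measured kinetically at 0 and 10 min.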
# POLB inh: inhibitors of human DNA polymerase beta. P06746. Pol beta primer extension/strand displacement, fluorescence kinetic. Potency, µM (series often up to 114 µM), without a hit: at the top dose activity change, negative = inhibition, actives largely listed as inhibitors. hit rate 1.3% among 340,000; also: % is scaled to controls: 0 for no effect and ±100 for the full control effect
#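 Pol beta (10 nM) was preincubated with compound for 15 min at room temperature. The reaction was then started with 50 nM substrate and read immediately and after a further 10 min at room temperature.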
# G9a inh: G9a (human) methyltransferase inhibition; Q96KQ7; hit rate 8.8% among 350,000; G9a H3K9 monomethylation, AlphaScreen, 2 h; Potency, µM (highest dose often 102 µM), for inactives: at the top dose activity, negative = inhibition, hits mostly inhibitors; also: % is scaled to controls: 0 for no effect and ±100 for the full control effect; nearly all actives have a fitted effect of over 75% in size
# Target sequence (Q96KQ7 913-1193 limits assumed): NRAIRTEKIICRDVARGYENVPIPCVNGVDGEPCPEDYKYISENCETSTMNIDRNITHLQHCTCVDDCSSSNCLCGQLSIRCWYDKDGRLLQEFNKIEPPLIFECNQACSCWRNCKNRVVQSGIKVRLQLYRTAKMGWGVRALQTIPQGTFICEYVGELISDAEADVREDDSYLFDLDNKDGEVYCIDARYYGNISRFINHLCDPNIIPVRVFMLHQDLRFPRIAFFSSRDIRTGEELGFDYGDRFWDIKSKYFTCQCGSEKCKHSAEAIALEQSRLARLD
#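 Enzyme 20 nM + cpd, 15 min RT; add b-H3K9 pep 500 nM / SAM 20 uM; 2 h RT; anti-H3K9me1 Ab 0.5 ug/mL + SA donor / anti-rabbit acceptor beads 20 ug/mL each, 10 min; AlphaScreen read.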
# APEX1 inh: blocks human APE1 abasic DNA cleavage; Potency, µM (titrated, usually from 65.8 µM), for the others: top-dose activity change, negative = inhibition, usual class: inhibitors; recombinant APE1, TAMRA/BHQ-2 abasic DNA cleavage fluorescence; hit rate 0.35% among 350,000;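 also: plate controls were vehicle for no effect and reference inhibitor for full effect; nearly all actives have a fitted effect of over 55% in size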
# Target sequence (P27695 whole entry, looked up): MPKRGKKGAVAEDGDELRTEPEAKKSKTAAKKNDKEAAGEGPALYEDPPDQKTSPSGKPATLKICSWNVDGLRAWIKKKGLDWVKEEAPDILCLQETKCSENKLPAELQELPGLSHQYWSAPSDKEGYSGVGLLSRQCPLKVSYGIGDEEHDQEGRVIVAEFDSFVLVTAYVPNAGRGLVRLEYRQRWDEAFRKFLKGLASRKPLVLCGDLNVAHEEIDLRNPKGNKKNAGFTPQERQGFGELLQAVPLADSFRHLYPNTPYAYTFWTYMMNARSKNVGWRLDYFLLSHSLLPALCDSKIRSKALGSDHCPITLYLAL
#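 Activity was derived from the fluorescence gain between first and third kinetic reads (60 s intervals, ex 525/em 598 nm) after 50 nM THF-abasic TAMRA/BHQ-2 duplex was added to 0.75 nM APE1 preincubated 15 min with compound.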
# BLM inh: blocks DNA unwinding by human BLM helicase | P54132 | recombinant BLM DNA unwinding, fluorescence dequenching | Potency, µM (highest dose often 56.1 µM), inactives show at the top dose activity change, negative = inhibition, most hits filed as inhibitors | hit rate 0.2% among 350,000;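 also: plate controls were vehicle for no effect and no enzyme for full effect; nearly all actives have a fitted effect of over 35% in size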
# POLH inh: DNA polymerase eta (human) inhibition | Q9Y253 | recombinant Pol eta, fluorescent DNA replication assay | Potency, µM (top dose mostly 114 µM), for inactives: at the top dose activity change, negative = inhibition, actives largely listed as inhibitors | hit rate 1.2% among 390,000 | AID 588591; also: % is scaled to controls: 0 for no effect and ±100 for the full control effect
#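 Pol eta at 10 nM preincubated with compounds 15 min at room temperature; reaction started with fluorescent substrate (50 nM final) and read kinetically at 0 and 10 min.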
# POLI inh: DNA polymerase iota (human) inhibition. Q9UNA4. Pol iota fluorescent replication assay, 10 min. Potency, µM (doses to about 115 µM), without a hit: top-dose activity, negative = inhibition, usual class: inhibitors. hit rate 1% among 390,000. AID 588590
#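 Pol iota at 10 nM preincubated 15 min with compounds at room temperature; reaction started with fluorescent substrate, 50 nM final. Fluorescence read kinetically at 0 and 10 min; buffer-only wells as negative control.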
# The depositor's hits bear a star; ? = inconclusive; . = no result given; & = joins results of further samples; [ ] = dose if it differs, or a comment. Calls follow the shape of the dose curve; as a rule, active = well fitted curve in the direction sought with a large enough effect; inconclusive = small, poorly fitted or top-dose-only effect, or another doubt; inactive = no such curve, though single readings can be large; an effect the other way counts as inactive or inconclusive. Potency is read from the fitted curve at half-maximal effect. Not all compounds are listed. The share of hits here may be higher or lower than overall.
SMILES,Apoferritin bind,BAZ2B inh,POLK inh,POLB inh,G9a inh,APEX1 inh,BLM inh,POLH inh,POLI inh
O=S(=O)(c1cccs1)N1CCc2ccccc2C1,-5%,7%,-6%,3%,19%[59 µM],-3%,-4%,-2%,-9%
CNc1c(NS(=O)(=O)c2ccc(OC)cc2)c(=O)oc2ccccc12,-8%,2%,6%,91%,17%,-28%,-5%,-13%,13%
COc1ccc(Cc2nnc(NC(=O)Nc3ccccc3OC)s2)cc1,5%,3%,-27%,18%,3%,-2%,-3%,-3%,-29%
Cc1cccc(N(C(=O)CCC(=O)Nc2nccs2)C(C(=O)NC(C)(C)C)c2ccc(O)cc2)c1 (stereo unspecified),?,-28%,-4%,2%,?,4%,-4%,-22%,56%[activator]
OC(COCc1ccccc1)CN1CCc2ccccc2C1 (stereo unspecified),-4%,-1%,-2%,61%,-24%[59 µM],16%,4%,-4%,15%
CCn1c(SCc2ccc(C(=O)OC)o2)nc2sc3c(c2c1=O)CCCC3,-7%,-5%,-5%,-3%,12%[2.33 µM],-1%,-6%,6%,-4%
CC1Cn2c(nc3sc4c(c3c2=O)CCC4)N1CCO (stereo unspecified),-7%,8%,-14%,1%,?,?,-6%,5%,29%
COc1ccccc1OCC(=O)NCCCN1CCOCC1,-9%,3%,-5%,13%,19%,0%,-5%,-6%,17%
O=C(CN1C(=O)CSc2ccc(C(F)(F)F)cc21)Nc1ccccc1,0%,-14%,-3%,-9%,6%,-1%,-6%,-21%,182%[activator]
COC(=O)c1c(NC(=O)CCCOc2ccc(C(C)(C)C)cc2)sc2c1C(C(=O)OC)CC2 (stereo unspecified),-16%,28µM*,?,-10%,1.4µM*,.,-8%,-12%,89µM*
O=S(=O)(c1ccc(F)cc1)n1ccc(-c2cccc(OCc3ccc(Cl)cc3Cl)c2)n1,-12%,-2%,-4%,3%,52%,0%,-6%,-5%,?
COc1ccc(-c2[nH]nc3c2C(c2ccncc2)C(C#N)=C(N)O3)cc1 (stereo unspecified),-5%,11%,13%,-1%,-12%[59 µM],5%,4%,-12%,?
CCc1cccc(-n2c(C)nc3c(cnn3-c3ccc(C)c(C)c3)c2=O)c1,-4%,.,-5%,-23%,-2%[59 µM],.,-8%,?,14%
Oc1ccc2ccccc2c1C1Nc2cccc3cccc(c23)N1,-17%,40µM*,-22%,?,5µM*,-4%,-13%,-9%,6%
CCN(CC)c1ccc(-c2sc(Nc3ccccc3)n[n+]2-c2ccc(F)cc2)cc1,-5%,28µM*,-15%,-21%,45µM*,-2%,-3%,-8%,?
CC1=C(C(=O)OCC2CCCO2)C(c2ccc(C)o2)C2=C(CC(c3ccc(F)cc3)CC2=O)N1 (stereo unspecified),-13%,-10%,-10%,6%,0%[12.7 µM],10%,-2%,-14%,48%[activator]
Cc1nccn1S(=O)(=O)c1ccc(Br)cc1Br,-10%,3%,-2%,41%,-1%[59 µM],-3%,0%,-7%,17%
CC(=O)c1cccc(NC(=O)COC(=O)COc2ccccc2C)c1,?,-5%,3%,-1%,3%,-1%,-3%,-12%,-18%
Cc1cc(C(=O)CS(=O)(=O)c2ccccc2)cc(C)c1O,-15%,0%,-14%,2%,-25%,-9%,-2%,-11%,29%
COc1ccc(CCNC(=O)COc2ccc(S(=O)(=O)N3CCOCC3)cc2C)cc1,-8%,3%,-17%,15%,15%,4%,0%,-7%,134%[activator]
CCc1ccc(C2/C=C\CNC(c3ccccc3)C(=O)N2Cc2ccc(C)cc2)cc1 (stereo unspecified),0%,.,2%,.,.,-11%,-4%,.,5%
CC(C)(Cc1ccc(O)cc1)NC(=O)CC(=O)N/N=C/c1ccc(Cl)cc1,?,10%[57.1 µM],3%,66%,.,5%,2%,-4%,-29%
CSc1nc(NC(C)(C)C)nc(N2CCOCC2)n1,-9%,4%,-4%,0%,?,7%,6%,-8%,-1%
Nc1nnc(-c2cn(-c3ccccc3)nc2-c2ccccc2)o1,-6%,1%,-23%,-16%,-21%[12.7 µM],0%,-4%,-10%,8%
Cn1c(N2CCCCC2)cc(=O)n(C)c1=O,-11%,-4%,-5%,26%,-15%,-6%,0%,-17%,?

# Shown bar-delimited: 6 of the compounds above
molecule | Apoferritin bind | BAZ2B inh | POLK inh | POLB inh | G9a inh | APEX1 inh | BLM inh | POLH inh | POLI inh
CCn1c(SCc2ccc(C(=O)OC)o2)nc2sc3c(c2c1=O)CCCC3 | -7% | -5% | -5% | -3% | 12%[2.33 µM] | -1% | -6% | 6% | -4%
CC1Cn2c(nc3sc4c(c3c2=O)CCC4)N1CCO (stereo unspecified) | -7% | 8% | -14% | 1% | ? | ? | -6% | 5% | 29%
COc1ccccc1OCC(=O)NCCCN1CCOCC1 | -9% | 3% | -5% | 13% | 19% | 0% | -5% | -6% | 17%
O=C(CN1C(=O)CSc2ccc(C(F)(F)F)cc21)Nc1ccccc1 | 0% | -14% | -3% | -9% | 6% | -1% | -6% | -21% | 182%[activator]
COC(=O)c1c(NC(=O)CCCOc2ccc(C(C)(C)C)cc2)sc2c1C(C(=O)OC)CC2 (stereo unspecified) | -16% | 28µM* | ? | -10% | 1.4µM* | . | -8% | -12% | 89µM*
O=S(=O)(c1ccc(F)cc1)n1ccc(-c2cccc(OCc3ccc(Cl)cc3Cl)c2)n1 | -12% | -2% | -4% | 3% | 52% | 0% | -6% | -5% | ?

# (next part)
SMILES,Apoferritin bind,BAZ2B inh,POLK inh,POLB inh,G9a inh,APEX1 inh,BLM inh,POLH inh,POLI inh
CSCCC(NS(=O)(=O)c1ccc2c(c1)oc(=O)n2C)C(=O)Nc1ccc(F)c(Cl)c1 (stereo unspecified),4%,-10%,-2%[60.1 µM],-10%,12%[59 µM],.,-2%,-13%,-7%
CC(=O)Nc1ccc(NC(=O)C(C)OC(=O)CSc2ccc(Br)cc2C)cc1 (stereo unspecified),?,-5%,-18%,19%,-11%,-3%,-5%,-13%,8%
Cc1ccccc1N1C(=O)c2cc(S(N)(=O)=O)c(Cl)cc2NC1C (stereo unspecified),0%,5%,-6%[60.1 µM],15%[57.1 µM],5%[59 µM],-19%&-2%&-5%,-5%,-11%,1%
COC(=O)c1c(C)nn(-c2ccccc2)c1N,0%,-10%,-3%,16%,-37%,20%,7%,-22%,18%
COc1ccc(S(=O)(=O)N2CCN(C(=O)c3cc(C4CC4)nn3-c3ccccc3)CC2)cc1OC,.,.,-9%,.,.,5%,.,-13%,2%
O=C(COc1ccc2ccccc2c1)NCCn1ccc2ccccc21,0%,-29%,-16%,0%,-7%[59 µM],-11%,-2%,-15%,16%
c1ccc(C2=NN(c3ccccc3)CC2)cc1,-8%,65%[activator],4%,0%,42%[activator][59 µM],2%,-12%,2%,-11%
CC(C)CC(NC(=O)c1cccs1)c1nnc(SCc2ccc(Cl)c(Cl)c2)n1C (stereo unspecified),-23%,-22%,-17%,?,-13%[59 µM],-6%,-5%,-31%,4%
O=C(NNC(=S)NC(=O)c1ccccc1[N+](=O)[O-])c1ccccc1O,-17%,?,-14%,18%,-38%,-3%,0%,3%,-10%
CCCCCCCCn1c(=O)c(C(=O)OC)c(N)c2ccccc21,-1%,0%,-15%,-25%,5%,3%,-14%,-12%,109%[activator]
O=C(c1cc2ncc(Br)cn2n1)N1CCN(C(=O)c2ccco2)CC1,-4%,?,-14%,?,-30%[12.7 µM],-2%,-18%,13µM*,?
CC(Oc1ccc(Cl)cc1Cl)C(=O)N/N=C1\CCCc2ccccc21 (stereo unspecified),-5%,6%,-9%,-9%,-22%[2.33 µM],0%,0%,-15%,-7%
CC1CCN(C(=S)SCc2nc(N)nc(Nc3ccccc3)n2)CC1,3%,?,0%,21%,.,5%,-9%,-17%,19%
CC(=O)Nc1ccc(NC(=O)C(C)OC(=O)CN(C)S(=O)(=O)c2ccc(Cl)cc2)cc1 (stereo unspecified),-8%,12%,-13%,21%,3%,0%,-3%,4%,9%
Cn1nc(-c2ccccc2)cc1NC(=O)C1CCCCC1,8%,2%,-10%,-3%,18%[59 µM],-5%,-3%,-10%,-5%
Nc1ccc(O)c(C(=O)O)c1,2%[29.3 µM],.,1.1µM*,.,3.2µM*,7.1µM*,-13%,.,.
CCOc1ccc(-c2cc(C(=O)Nc3ccc(NC(C)=O)cc3)no2)cc1,-1%,4%,9%,12%,8%[59 µM],.,-4%,5%,30%
Cc1ccc(-c2nc3nc(C)cc(N4CCN(c5cccc(C)c5)C(C)C4)n3n2)cc1 (stereo unspecified),?,?,5%,19%,-31%[59 µM],.,-15%,?,28%
CCOC(=O)C1CN(S(=O)(=O)c2ccccc2)CCN1S(=O)(=O)c1ccccc1 (stereo unspecified),-4%,-12%,-5%,2%,4%[12.7 µM],-3%,-5%,-20%,4%
CCOP(=O)(OCC)C(Nc1ccc(C)cc1)c1ccco1 (stereo unspecified),-5%,-15%,-15%,11%,-7%[59 µM],2%,1%,-27%,27%
CN(CCC1CCOCC1)C(=O)CC1C(=O)NCCN1CC1CCCCC1 (stereo unspecified),1%,-20%,-4%,-1%,13%,-14%,-2%,-18%,77%[activator]
Cc1ccc2[nH]c(=O)c(CN(CC3COCCO3)C(=O)Nc3ccccc3F)cc2c1 (stereo unspecified),-7%,-37%,-5%,2%,-6%,-3%,1%,-3%,7%
O=C(CN1C(=O)COc2ccccc21)N1CCCc2ccccc21,-11%,4%,-10%,29%,1%[12.7 µM],-1%,-1%,0%,-1%[58.9 µM]
Cc1ccc(S(C)(=O)=O)cc1S(=O)(=O)Nc1cccc(Cl)c1,-7%,0%,-2%,88%,22%[59 µM],-4%,-1%,-12%,1%
Cc1cc(C)n2nc(CC(=O)NNC(=O)COc3cccc(C)c3C)nc2n1,-4%,-11%,13%,14%,.,-16%,-2%,-12%,21%
COc1ccc(C2Nc3ccccc3C(=O)N2C2CCCCC2)cc1 (stereo unspecified),-11%,-12%,-19%,8%,-4%,-3%,-7%,-12%,-15%
O=C(c1ccco1)N1CCN(C(=O)c2cc(=O)[nH]c3ccccc23)CC1,.,8%,7%,.,-5%[2.33 µM],2%,.,-16%,45%
COc1ccccc1NS(=O)(=O)c1ccc(Cl)c(NC(=S)NC(=O)C2CCCC2)c1,-23%,-30%,-17%,7%,11%[59 µM],-5%,-15%,-15%,-4%
COCCNC(=O)CCc1c(C)nc2nc(-c3cc(OC)cc(OC)c3)nn2c1C,-6%,9%,10%,-2%,50%,-1%,-6%,-3%,45%[activator]

# Screening data from PubChem.
